BRCA1 expr up: activators of BRCA1 expression; MCF7-BRCA1-FFLuc reporter, luminescence, 48 h; response scale: scaled: vehicle 0%, 10 µM genistein 100%; Potency, µM (titrated, usually from 46.1 µM), for the others: top-dose activation, usual class: activators; actives 1.1% (n = 380,000); AID 624202; active means well fitted activation curve with a large enough effect; inconclusive means small, poorly fitted or top-dose-only effect; inactive means no such curve, though single readings can be large or run the other way; further: nearly all actives have a fitted effect of over 80% in size; some results filed as inactive show a strong effect at the top dose
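MCF7 cells carrying a BRCA1-firefly luciferase reporter (2000 cells/well, phenol-red free MEM) were attached for 2 h at 37 °C, then given compounds for 48 h. Luminescence was read 15 min after luciferase reagent; activity normalized to genistein (10 microM) and DMSO.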
The depositor's hits bear a star; u = inconclusive. Potency means the concentration at half of the fitted maximal effect. Some of the compounds tested (hit frequency here may not be typical).

SMILES	BRCA1 expr up
O=C(OC1CC2CC1[C@H]1CCCCN1C2=O)N1CCN(C(=O)c2ccccc2)CC1 (some centres not stated)	12%
Cc1nnc(SCC(=O)Nc2cccc(S(=O)(=O)N3CCCC3)c2)n1C1CC1	-1%
Cc1ccc2cc(NC(=O)C3(C)CCN(C)C3)ccc2n1 (configuration not stated)	19%
CCc1nc2c(OCc3ccc(F)c(F)c3)cccn2c1N(C)C(=O)c1ccco1	-9%
CC(C)(C)NC(=O)C1c2ccccc2OCC(=O)N1CCc1ccccc1 (configuration not stated)	3%
CC1(c2nnnn2-c2ccc3c(c2)OCCO3)CCC(=O)N1CC1CCCCC1 (configuration not stated)	19%
S=c1nc(-c2ccccn2)c(-c2ccccn2)n[nH]1	23%
CCOC(=O)c1cc(OC(=O)Cc2ccc(OC)c(S(=O)(=O)N3CCOCC3)c2)cc(C(=O)OCC)c1	-1%
CC(C)C[C@H]1CNC(=O)C(=O)N1C[C@H]1CCCN1C[C@H](CC(C)C)N1C[C@H](Cc2ccccc2)N(CC2CCCCC2)C(=O)C1=O	9%
CC1(C(=O)NS(=O)(=O)C2CC2)CCN(C(=O)c2cc3ccccc3s2)C1 (configuration not stated)	24%
CCOc1ccc(CCN2C(=S)N([C@@H](Cc3ccccc3)CN3CCCC3CN3C(=S)NC[C@@H]3Cc3ccccc3)C[C@@H]2Cc2ccc(O)cc2)cc1 (some centres not stated)	-6%
COCCN(Cc1ccc(C)cc1)C(=O)[C@H]1O[C@@H](n2cnc3c(N)ncnc32)[C@H](O)[C@@H]1O	4%
COc1cc(CNc2ncnc3c2ncn3[C@H]2CN(Cc3ccc4c(c3)OCO4)C[C@@H](CO)O2)cc(OC)c1OC	5%
CC(C)C(=O)N1CCC1(C)C(=O)Nc1ccc2[nH]ccc2c1 (configuration not stated)	-9%
C[C@H](CO)N1C[C@H](C)[C@H](CN(C)C(=O)Nc2ccc(C(C)(C)C)cc2)OCc2cnnn2CCCC1=O	7%
CS(=O)(=O)Nc1ccc(-c2cnc3cccnn23)cc1	17%
CCCCNC(=O)C1(C)CCC(=O)N1CC(F)(F)F (configuration not stated)	7%
COc1cc2nc(N3CCCN(C)CC3)nc(NC3CCN(C)CC3)c2cc1OC	-40%
COCOc1cccc(CN2CCC2(C)C(=O)NCCNC(C)=O)c1 (configuration not stated)	23%
CC1(C(=O)Nc2ccc(Cl)c(Cl)c2)CCN1Cc1ccccc1OC(F)F (configuration not stated)	-4%
CC(=O)Nc1ccc(S(=O)(=O)N(C)CC(=O)OC(C)C(=O)NC2(C#N)CCCCC2)cc1 (configuration not stated)	12%
COc1ccc(NC(C)=O)cc1S(=O)(=O)NCc1ccc2c(c1)OCO2	-2%
CCNc1nc(NCC)nc(-n2cc(C(=O)c3cc(Cl)ccc3O)cn2)n1	-8%
Cc1ccc(S(=O)(=O)N2C[C@H]3[C@H]4C(=O)N(Cc5ccccc5)C(=O)[C@H]4CC(=O)[C@H]3[C@@H]2c2ccccc2)cc1	-18%

An excerpt of these results, in CSV form.
SMILES,BRCA1 expr up
CCOc1ccc(CCN2C(=S)N([C@@H](Cc3ccccc3)CN3CCCC3CN3C(=S)NC[C@@H]3Cc3ccccc3)C[C@@H]2Cc2ccc(O)cc2)cc1 (some centres not stated),-6%
COCCN(Cc1ccc(C)cc1)C(=O)[C@H]1O[C@@H](n2cnc3c(N)ncnc32)[C@H](O)[C@@H]1O,4%
COc1cc(CNc2ncnc3c2ncn3[C@H]2CN(Cc3ccc4c(c3)OCO4)C[C@@H](CO)O2)cc(OC)c1OC,5%

Next part:
SMILES	BRCA1 expr up
COCOCCn1cc(CN2CCS(=O)(=O)N(Cc3ccc(-c4ccc(C)cc4)cc3)C(C(C)C)C2=O)nn1 (configuration not stated)	-8%
CCCCC[C@H](C)N1C[C@@H](COCc2ccccc2)Oc2cc(N3CCC[C@@H]3CO)ccc2S1(=O)=O	-18%
COCCNC(=O)C1CCCN(C(=O)c2ccc(F)c(C)c2)CC1 (configuration not stated)	-2%
O=C(Nc1cccc(Nc2ccccc2)c1)c1cnn2c1NC(=C1CC1)C=C2C(F)F	0%
O=C(NNC(=O)c1csc(-c2ccccc2)n1)c1ccccc1	-24%
CCOC(=O)C1=C(C)NC(C)=C(C(=O)OCC)C1c1ccc(OC)c(OC)c1	3%
COc1ccc([C@H]2C[C@@H](n3cc(-c4ccc(F)cc4)nn3)[C@H](O)CN2C(=O)C2CCCCC2)cc1	0%
CC(C)CNc1ncnc2oc(-c3ccco3)c(-c3ccco3)c12	-12%
NS(=O)(=O)c1cccc(C(=O)N2CCCc3ccccc32)c1	2%
O=c1cc(CN2CCCCC2)c2ccccc2o1	6%
CC(C)c1ccc(C(=O)OCC(=O)Nc2cccc(S(=O)(=O)NC3=NCCC3)c2)cc1	-13%
CC1(C(=O)NCc2ccc(C(F)(F)F)cc2)CCN1Cc1ccccc1OC(F)F (configuration not stated)	-27%
COc1ccc(/C=C2\C=Cc3ccccc32)cc1OC	77%
COc1cc(CN2C(=O)C(CCc3ccccc3)ON=C2c2cnccn2)cc(OC)c1 (configuration not stated)	-21%
COc1cccc(CNc2nc3cc(-c4ccccc4CO)sc3c(=O)n2C)c1	-13%
CC(=O)c1ccc(OC2(C)CCN(Cc3ccc4ccccc4c3)C2)cc1 (configuration not stated)	23%
C=C(NNC(C)=O)c1ccc(O)cc1	12%
O=C(CNc1ccc(Br)cc1)Nc1ccc(S(=O)(=O)N2CCCCC2)cc1	-28%
COc1cc(-c2nnc(NC(=O)CS(=O)(=O)c3ccc(Cl)cc3)o2)cc(OC)c1OC	-15%
CC(=O)c1sc(NC(=O)CCc2ccccc2)nc1C	39%
COc1cccc(C(=O)N2CCCc3ccccc32)c1OC	-8%
CC1(C(=O)NS(=O)(=O)c2cccc(Cl)c2)CCN1C(=O)c1ccccc1CCc1ccccc1 (configuration not stated)	-2%
O=C(O)c1ccc(Cl)c(NC(=O)C2CCN(S(=O)(=O)c3ccc4c(c3)OCCO4)CC2)c1	-1%
CC(=O)Nc1ccc(NC(=O)c2cc(-c3cc(F)ccc3OCC3CCCO3)n[nH]2)cc1 (configuration not stated)	4%
COc1cccc(Nc2nc3cc(C)ccc3cc2C)c1	-49%
C[C@H](c1ccccc1)N1C[C@@H](COCc2ccccc2)Oc2cc(N3CCC[C@H]3CO)ccc2S1(=O)=O	-33%
CCn1c(SCC(=O)Nc2ccccc2)nc2c(c1=O)SCC2	-3%
CC1(C(=O)NS(=O)(=O)Cc2cccc(Cl)c2)CCN1C(=O)C/C=C/c1ccccc1 (configuration not stated)	2%
C[C@@H]1CN([C@@H](C)CO)S(=O)(=O)c2ccc(Br)cc2O[C@H]1CN(C)C(=O)Nc1ccc2c(c1)OCO2	8%
C[C@H](CO)N1C[C@H](C)[C@@H](CN(C)C(=O)CN2CCOCC2)Oc2cc(Br)ccc2S1(=O)=O	16%
CC(C)C[C@H]1CNC(=S)N1C[C@H]1CCCN1C[C@H](CC(C)C)N1C[C@H](Cc2ccc(O)cc2)N(CC2CCCCCC2)C1=S	-70%
COc1ccc(C(=O)CC(C(=O)O)c2ccc(OC)c(OC)c2)cc1OC (configuration not stated)	2%
Cn1c(=O)c2cc(NC(=O)NCCc3cccs3)ccc2n1C/C=C/c1ccccc1	8%
OC(c1ccccc1)c1ncc(-c2cccc(C(F)(F)F)c2)[nH]1 (configuration not stated)	0%
O=C(C[C@H]1C(=O)N(c2ccccc2)C[C@@H]1Cc1ccccc1)Nc1ccc(Br)cc1	-11%
O=C1CN(C(=O)CN2CCN(S(=O)(=O)c3ccccc3F)CC2)c2ccccc2N1	5%
COc1ccc(C(=O)Nc2ccc3c(c2)OCCO3)c(OC)c1	u
COc1cccc(NC(=O)CN2CCC(NC(=O)c3ccccc3C)CC2)c1	54%
CN(C)c1ccc(/C=C/c2ccnc3c([N+](=O)[O-])cccc23)cc1	-34%
CCOC(=O)N1CCN(C(=O)C[C@@H]2C[C@@]3(C(=O)OCC)CCCC=C3N(Cc3ccc4c(c3)OCO4)C2=O)CC1	-9%
CSCC[C@H]1COC[C@@H](Cc2ccccc2)N1c1ccccc1	10%
COc1cc2nc(N3CCOCC3)nc(NC3CC3)c2cc1OC	-9%
Cc1ncc(C(O)c2ccccc2)n1Cc1ccccc1 (configuration not stated)	-5%
C[C@H]1CN([C@@H](C)CO)C(=O)CCCn2nncc2CO[C@H]1CN(C)S(=O)(=O)c1ccc(C#N)cc1	-13%
O=C(Nc1ccc2c(c1)OCCO2)C(C1CC1)N1CCN(c2ccc(C(F)(F)F)cn2)CC1 (configuration not stated)	-8%
CC(=O)c1cc2cccc(OC3(C)CCN(Cc4ccc5ccccc5c4)C3)c2o1 (configuration not stated)	-23%
CCCCC[C@@H](C)N1C[C@@H](COCc2ccccc2)Oc2cc(N3CC[C@@H](O)C3)ccc2S1(=O)=O	-36%
CC(=O)Oc1cccc(C2=CC(=O)CC(C)(C)C2=O)c1	2%

A section of the results above:
SMILES	BRCA1 expr up
CCCCC[C@@H](C)N1C[C@@H](COCc2ccccc2)Oc2cc(N3CC[C@@H](O)C3)ccc2S1(=O)=O	-36%
CC(=O)Oc1cccc(C2=CC(=O)CC(C)(C)C2=O)c1	2%

Later entries.
SMILES	BRCA1 expr up
O=C(Oc1ccccc1)N1CCCCC1	8%
COc1cc2c(NC3CCN(C)CC3)nc(N3CCN(C)CC3)nc2cc1OCCOCCN(C)C	10%
O=C(NCc1nnc(SCC(=O)N2CCOCC2)o1)c1ccccc1	4%
Cc1ccc([C@H]2C[C@@H](O)[C@H](n3cc(C4CC4)nn3)CN2CC2CCCCC2)cc1	0%
COc1cc(NS(=O)(=O)c2ccc(C)cc2)c2c(c1N)C(=O)c1ccccc1C2=O	-1%
CCCn1c(SCC(=O)N(C)C2CCCCC2)n[nH]c1=O	11%
C[C@H]1CN([C@@H](C)CO)C(=O)c2cc(Br)cnc2O[C@H]1CN(C)Cc1ccc(Oc2ccccc2)cc1	-60%
COC(=O)[C@]12CCCCC=C1N(Cc1ccco1)C(=O)[C@H](CC(=O)NCCCN1CCCC1=O)C2	18%
CN1C(=O)CCS(=O)(=O)C1c1ccc(Cl)c(Cl)c1 (configuration not stated)	-6%
COC(=O)[C@@]1(Sc2ccc(C)cc2)CC(=O)N[C@@H]1c1ccco1	12%
CSc1ccc(CN2C(=O)C(C)Sc3ccc(C(C)=O)cc32)cc1 (configuration not stated)	7%
COc1ccc(C(O)c2cnc(C)n2Cc2ccccc2)cc1 (configuration not stated)	-25%
COc1ccccc1C(=O)C1CCCN(C(=O)c2ccc(Cl)cc2)C1 (configuration not stated)	9%
COc1ccc(C#Cc2cnc3c(c2)C(=O)N([C@@H](C)CO)C[C@@H](C)[C@@H](CN(C)CC2CCOCC2)O3)cc1	-6%
OCCNc1ncnc2c1ncn2[C@H]1CN(Cc2ccco2)C[C@@H](CO)O1	8%
CC1CCCCc2nc3c(c(=O)n21)CCCC3 (configuration not stated)	9%
COc1ccc(S(=O)(=O)N2CCCCCC2)cc1C(=O)N1CCN(C(C)=O)CC1	2%
C[C@H]1CNC(=O)c2c(C(=O)N3CCN(C(=O)OC(C)(C)C)CC3)ncn21	-27%
COc1cccc(CNC(=O)[C@@H]2CCCN2C(=O)[C@H]2CCCCN2C(=O)c2cccc3ccccc23)c1	-7%
O=C(Nc1ccn(CCCN2CCN(Cc3cccc4ccccc34)CC2)c(=O)n1)OCc1ccccc1	0%
CC1(C(=O)NCc2ccccc2)CCC(=O)N1CC(F)(F)F (configuration not stated)	2%
O=C(C[n+]1ccccc1)c1ccc(I)cc1	17%
COCCNC(=O)C1CCCN(C(=O)c2oc3ccccc3c2C)CC1 (configuration not stated)	16%
COc1cc2c(cc1OC)C(c1oc(-c3ccc(-c4cc(Cl)ccc4Cl)o3)cc1C)=NCC2	19%
Oc1cc2cc(-c3csc(-c4ccc(F)cc4)n3)ccc2[nH]1	25%
C[C@@H]1CN([C@@H](C)CO)C(=O)c2cc(NC(=O)Nc3ccccc3)ccc2O[C@@H](C)CCCCO[C@H]1CN(C)C(=O)Nc1ccc(C(F)(F)F)cc1	-28%
COc1cccc(NC(=O)N(C)C[C@H]2Oc3ncc(Br)cc3C(=O)N([C@H](C)CO)C[C@H]2C)c1	7%
CC(C)NC(=O)c1cc(C2CCCCN2S(=O)(=O)c2ccc(C#N)cc2)on1 (configuration not stated)	8%
O=C(NC(Cc1ccccc1)C(=O)N1CCN(c2ccc(F)cc2)CC1)c1ccccc1 (configuration not stated)	-20%
Cc1csc(SCC(=O)Nc2ccc(CC#N)cc2)n1	-21%
NC(Cc1ccc(C(F)(F)F)cc1)c1csc(Nc2ncccn2)n1 (configuration not stated)	-5%
O=C(Nc1ccc(OC(F)(F)F)cc1)N1CCc2nc(NCc3cccc(Oc4ccccc4)c3)ncc2C1	-12%
CCCCC[C@@H]1CCCCC[C@@H](O)C[C@@H](O)[C@H](O)/C=C/C(=O)O1	6%

Retrieved by compound from the list above:
SMILES	BRCA1 expr up
COc1cccc(NC(=O)N(C)C[C@H]2Oc3ncc(Br)cc3C(=O)N([C@H](C)CO)C[C@H]2C)c1	7%
O=C(NC(Cc1ccccc1)C(=O)N1CCN(c2ccc(F)cc2)CC1)c1ccccc1 (configuration not stated)	-20%
CCCCC[C@@H]1CCCCC[C@@H](O)C[C@@H](O)[C@H](O)/C=C/C(=O)O1	6%
NC(Cc1ccc(C(F)(F)F)cc1)c1csc(Nc2ncccn2)n1 (configuration not stated)	-5%
CC(C)NC(=O)c1cc(C2CCCCN2S(=O)(=O)c2ccc(C#N)cc2)on1 (configuration not stated)	8%
O=C(Nc1ccc(OC(F)(F)F)cc1)N1CCc2nc(NCc3cccc(Oc4ccccc4)c3)ncc2C1	-12%
C[C@@H]1CN([C@@H](C)CO)C(=O)c2cc(NC(=O)Nc3ccccc3)ccc2O[C@@H](C)CCCCO[C@H]1CN(C)C(=O)Nc1ccc(C(F)(F)F)cc1	-28%

Screens deposited in PubChem BioAssay by National Center for Advancing Translational Sciences (NCATS).
